Screening results (PubChem BioAssay)
HCV inh – blocks hepatitis C virus; Huh7.5.1 HCVcc-Cre infection, luciferase reporter, 44 h; Potency, µM (series often up to 41.8 µM), without a hit: top-dose activity change, negative = inhibition, actives largely listed as inhibitors; 340,000 tested, 3.4% active; note: potency is the fitted concentration of half-maximal effect; % is set by controls: 0 for no effect and ±100 for the full control effect
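Whole-lifecycle infectious HCVcc-Cre system; cells 1,000/well, compound then virus (~0.5 moi) added 4 h after plating, 44 h culture. Luciferase read 15 sec following 15 min substrate incubation, room temp.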
FBPA Giardia inh – Giardia lamblia aldolase inhibition; A8B2U2; purified Giardia FBPA; Potency, µM (highest dose often 59.6 µM), inactives show at the top dose activity, negative = inhibition, most hits filed as inhibitors; 290,000 tested, 0.71% active; note: potency is the fitted concentration of half-maximal effect; % is set by controls: 0 for no effect and ±100 for the full control effect; nearly all actives have a fitted effect of over 55% in size
Target sequence (A8B2U2 whole entry, looked up): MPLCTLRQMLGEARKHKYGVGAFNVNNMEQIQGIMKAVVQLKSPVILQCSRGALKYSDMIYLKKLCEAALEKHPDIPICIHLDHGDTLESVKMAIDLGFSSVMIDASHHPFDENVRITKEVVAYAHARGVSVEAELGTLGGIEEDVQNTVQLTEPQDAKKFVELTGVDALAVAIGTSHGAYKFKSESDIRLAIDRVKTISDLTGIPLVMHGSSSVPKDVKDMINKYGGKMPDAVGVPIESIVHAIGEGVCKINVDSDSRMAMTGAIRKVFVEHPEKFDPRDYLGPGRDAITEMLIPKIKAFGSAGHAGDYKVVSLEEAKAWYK
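40 nM FBPA preincubated 10 min at RT with compound (up to 57.5 uM final), then substrate plus GAPDH/TPI/NAD/arsenate coupling and diaphorase/resazurin added. Fluorescence read after 20 min at RT, 525/598 nm.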
Pf growth 48h – P. falciparum growth inhibition at 48 hours (one generation) | P. falciparum luciferase growth in erythrocytes, 48 h | Potency, µM (top dose mostly 28.7 µM), inactives show top-dose activity change, negative = inhibition, most hits filed as inhibitors | 310,000 tested, 5.9% active | AID 504832; note: potency is the fitted concentration of half-maximal effect; % is set by controls: 0 for no effect and ±100 for the full control effect
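Luciferase-expressing P. falciparum in infected erythrocytes (2% hematocrit, 0.1% parasitemia final) in RPMI 1640/0.5% Albumax were exposed to compound for 48 hours at 37 C, 5% CO2; growth read as luminescence.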
CHX counter – counter-screen hit for Shiga toxin inhibitors, cycloheximide; cell reporter, cycloheximide protein synthesis inhibition counterscreen; max response, %; 300,000 tested, 12% active; in the data active = max response mostly above about 13%, no sharp cut-off; inactive = mostly below about 14%; note: read at 38.3 µM for the half of the compounds with a filed dose; 0% is about no effect
Pf growth 96h – P. falciparum growth inhibition at 96 hours; 320,000 tested, 6.9% active; Potency, µM (doses to about 28.7 µM), for the others: top-dose activity change, negative = inhibition, most hits filed as inhibitors; P. falciparum luciferase reporter growth, 96 h; note: potency is the fitted concentration of half-maximal effect; % is set by controls: 0 for no effect and ±100 for the full control effect
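Two parasite generations (96 h, 37 C, 5% CO2) of compound exposure in infected erythrocytes (0.05% parasitemia, 2% hematocrit). Luciferase-reporter P. falciparum; decreased luminescence indicates inhibited growth, aimed at apicoplast-acting delayed death.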
Shiga inhibitor – inhibitors of Shiga toxin in Vero cells | Vero cells, Shiga toxin protein synthesis inhibition reporter | inhibition, % at 38.7 µM | 290,000 tested, 9.2% active | AID 2315; in the data active = inhibition mostly above about 28%, no sharp cut-off; inactive = mostly below about 43%; note: 0% is about no effect
Numbers without * were called inactive; ? = inconclusive; . = not tested or not shown; & = joins results of further samples; [ ] = dose if it differs, or a comment. Unless noted, calls come from the whole dose curve; as a rule, active = well fitted curve in the direction sought with a large enough effect; inconclusive = small, poorly fitted or top-dose-only effect, or another doubt; inactive = no such curve, though single readings can be large; an effect the other way counts as inactive or inconclusive.

nr	structure	Pf growth 48h	Shiga inhibitor	HCV inh	FBPA Giardia inh	Pf growth 96h	CHX counter
1	O=C(NNC(=O)C12CC3CC(CC(C3)C1)C2)c1ccccc1F	23%	25	13%	-2%	21%	12
2	CCOc1ccc(-n2c(CCc3ccccc3)n[nH]c2=S)cc1	-18%	18	4%	4%	1%	-3
3	C=CCn1c(O)c(C(CC)=Nc2ccccc2NC(=O)CC)c(=O)[nH]c1=O	16%	23	9%	-7%	1%[5.75 µM]	-5
4	CC(=O)NNc1[nH]c2c(c(=O)c1[N+](=O)[O-])c(=O)n(C)c(=O)n2C	-2%	21	12%	-15%	0%	2
5	CCOc1ccc(N2C(=O)C3C4C=CC([C@H]5CC45)[C@@H]3C2=O)cc1 (stereo partly specified)	1%[0.00184 µM]	29	-6%	-1%	34%[activator]	2
6	CN[C@@H]1[C@H](O[C@@H]2O[C@H](CO)[C@@H](N)[C@H](O)[C@@H]2O)O[C@H]2C[C@@H](N)[C@@H](O[C@H]3[C@@H](O)[C@H](O)[C@H](N)C[C@@H]3N)O[C@H]2[C@H]1O	15%[12.8 µM]	.	.	2%[21.7 µM]	-18%[12.8 µM]	.
7	Cc1ccc(NC(=O)CN(C)C(=O)CSc2nc3ccccc3c(=O)n2Cc2ccco2)cc1	?	-16	?	-2%	?	-4
8	O=C(O)CC/C(=N/NC(=O)CNC(=O)c1ccc2c(c1)OCCO2)c1ccccc1	18%	-6	27%	5%	2%	-7
9	CSc1nsc(SCC(=O)Nc2ccc(Cl)c(C(=O)O)c2)n1	18%	1	-1%	-17%	20%	-1
10	COc1ccc(N(C(=O)c2cccc(OC)c2OC)C2C=CS(=O)(=O)C2)c(OC)c1 (stereo unspecified)	-1%	-6	11%	4%	6%	-4
11	COc1ccc(-n2c(Cn3nnc4ccccc43)nnc2SCC(=O)O)cc1	1%	13	12%	3%	?	-2
12	CCc1nnc(NC(=O)CSc2nc3c(cc2C#N)CCCC3)s1	104%[activator]	58*	5%	0%	73%[activator]	35*
13	CC(Sc1nnc(C2CC2)n1-c1ccccc1)C(=O)N1CCCC1 (stereo unspecified)	33%[activator]	.	15%	.	?	.
14	CC(C)CC(=O)Nc1ccc(S(=O)(=O)N2CCCC2)cc1	-2%	-6	5%	1%	?	-1
15	Cc1[nH]nc(SCC(=O)NCc2ccc(F)cc2)c1[N+](=O)[O-]	5%	-13	22%	1%	?	-2
16	CCOc1cc(NC(=S)NCCCN2CCOCC2)c(OCC)cc1NC(=O)c1cccc(C)c1	13%	-11	-15%	-11%	12%	-2
17	Nc1sc(-c2ccccc2)cc1-c1n[nH]c(=S)n1C1CCCCC1	-9%	2	?	0%	25%	-3
18	O=C(NCc1ccc2c(c1)OCO2)c1n[nH]c(=O)c2ccccc12	10%	-23	-4%	2%	5%	-2
19	CCCc1nc(S(=O)(=O)Cc2ccc(Cl)cc2Cl)n[nH]1	10%	-12	.	?	-5%	-5
20	Cc1nn(-c2ccc(Cl)c(Cl)c2)c(C)c1C(=O)O	9%	-4	-5%	16%	1%	7
21	CCCCn1c(SCc2c(C)noc2C)nc2cc(S(N)(=O)=O)ccc21	?	-3	?	-1%	4%	1
22	O=C(O)c1cn(-c2ccc(F)cc2)c2cc(Cl)c(F)cc2c1=O	4%	-5	0%	16%	?	-2
23	CC1CC(C)CN(S(=O)(=O)N2CCCC(C(=O)NCCCN3CCCCC3C)C2)C1 (stereo unspecified)	9%	-1	-4%	-3%	?	-4
24	CC(C)c1nc(SCC(=O)Nc2ccc3c(c2)OCCO3)n[nH]1	4%	55	4%	4%	19%	9
25	Cc1cc(C(=O)NCc2ccco2)c2cc(F)ccc2n1	14%	-1	-2%	5%	13%	1
26	COc1ccc(CC(=O)NNC(=O)CSc2ccc(C)cc2)cc1	18%	-20	-7%	0%	?	-2
27	Cc1cc(-c2ccc(C)c(S(=O)(=O)NCCc3ccco3)c2)on1	5%	12	-10%	.	?	-3
28	CC(=O)NC1(c2nnnn2CCOC(=O)Nc2ccc(Cl)cc2)CCCCC1	-5%	30	-3%	11%	31%[activator]	7
29	O=C(NCc1cccs1)[C@@H]1CSC2c3ccccc3C(=O)N21 (stereo partly specified)	-1%	-4	-5%	-3%	-17%	-1
30	CCOC(=O)N1CCN(C(=O)c2cnn(-c3ccccc3)c2NC(=O)c2ccccc2F)CC1	-20%	12	8%	-4%	-15%	3
31	Cn1c(=O)c2c(c3ccccc31)OC(=O)CC2c1cccnc1 (stereo unspecified)	11%	9	17%	0%	?	-1
32	O=C(Nc1cccnc1)C1CC(c2ccccc2O)=NO1 (stereo unspecified)	.	-8	-6%	8%	49%[activator]	13
33	Cc1sc2ncnc(N3CCCCC3C)c2c1C (stereo unspecified)	8%	-5	?	1%	-11%	-1
34	O=C(O)CC(=O)Nc1ccccc1C(=O)O	.	-16	13%	2%	?	-3
35	CC(C)C(OC(=O)c1cccs1)C(=O)NCCc1ccccc1 (stereo unspecified)	5%	11	-7%	-8%	12%	-2
36	Cc1ccc(C(C)C)c(OCC(=O)N/N=C2\CC(=O)CC(C)(C)C2)c1	?	-15	-20%	9%	1%	-3
37	Cc1ccc(C(=O)OC(C)C(=O)Nc2ccc3c(c2)OCO3)c(O)c1 (stereo unspecified)	105%[activator]	.	?	.	150%[activator]	.
38	CSc1ccc(CN2CCN(CC=C(C)C)C(CCO)C2)cc1 (stereo unspecified)	-11%	33	-6%	1%	-26%	-3
39	S=C(NC1CC1)N1CCc2ccccc2C1	6%	-2	10%	0%	15%	-1
40	O=C(COc1ccccc1Cl)Nc1nnc(S(=O)(=O)N2CCCC2)s1	16%	-5	18%	-8%	21%	-4

Entries of single compounds, quoted from the list. Screens in order: Pf growth 48h | Shiga inhibitor | HCV inh | FBPA Giardia inh | Pf growth 96h | CHX counter
CC(=O)NC1(c2nnnn2CCOC(=O)Nc2ccc(Cl)cc2)CCCCC1 across the screens: -5% | 30 | -3% | 11% | 31%[activator] | 7
S=C(NC1CC1)N1CCc2ccccc2C1 across the screens: 6% | -2 | 10% | 0% | 15% | -1
Cn1c(=O)c2c(c3ccccc31)OC(=O)CC2c1cccnc1 (stereo unspecified) across the screens: 11% | 9 | 17% | 0% | ? | -1
O=C(NCc1ccc2c(c1)OCO2)c1n[nH]c(=O)c2ccccc12 across the screens: 10% | -23 | -4% | 2% | 5% | -2

Next part
nr	structure	Pf growth 48h	Shiga inhibitor	HCV inh	FBPA Giardia inh	Pf growth 96h	CHX counter
41	Cc1cc(C)n(-c2ccc(C(=O)Nc3ccc4c(c3)OCCO4)cc2)n1	31%[activator]	100*	?	-19%	-3%	45*
42	Cc1nn(CCCC(=O)NCCc2ccccc2)c(=O)c2nn(-c3ccccc3)c(C)c12	-19%	5	-6%	.	?	3
43	CC(=NCc1ccc2c(c1)OCO2)c1c(O)n(-c2ccccc2)c(=O)[nH]c1=O	51%[activator]	17	-25%	-1%	0%	1
44	CC1=NN(c2ccccc2)C(=O)/C1=C\N1CC(C)OC(C)C1 (stereo unspecified)	-3%	29	-5%	.	93%[activator]	4
45	Cc1ccc(F)cc1NC(=O)CSc1ncccn1	3%	-16	-7%	0%	-3%	4
46	COc1ccc(C(=O)N2CCN=C2c2ccccc2)cc1OC	4%	26	5%	-6%	.	0
47	CCc1cccc(NC(=O)CCC(=O)O)c1	2%	-4	15%	7%	34%[activator]	-2
48	CCN(CC)C(=O)CSc1nc(C)cc(C)c1C#N	-2%	-2	5%	-8%	95%[activator]	4
49	CCc1cc2c(N3CCCCC3)ncnc2s1	-16%	27	11µM*	1%	16%	15
50	Cc1ccccc1OCC(=O)OCC(=O)NCCNC(=O)COC(=O)COc1ccccc1C	6%	.	4%	.	42%[activator]	.
51	O=C(N/N=C/c1ccccn1)c1cccc(S(=O)(=O)Nc2ccccc2Cl)c1	?	-8	-21%	16µM*	12%	-1
52	CCOc1ccc(S(=O)(=O)N(CC(=O)N/N=C/c2cccs2)c2ccc(C)cc2)cc1	13µM*	16	?	-1%	?	9
53	Cc1ccc(-c2ccc(NC(=O)C3C4C=CC(C4)C3C(=O)O)cc2)o1 (stereo unspecified)	.	62*	-28%	0%	176%[activator]	46*
54	CC(C)N(Cc1ccccc1)C(=O)C1CCN(c2ncnc3c2nc2n3CCCCC2)CC1	-20%	24	?	-2%	?	-4
55	Cc1ccc(SCC(=O)Nc2ccc(-c3nc4ccccc4[nH]3)cc2)cc1	12µM*	52	?	10%	41%[activator]	13
56	C[C@H](O)C(N)C(=O)O (stereo partly specified)	.	-9&9	.	0%&0%	.	-4&-7
57	CSc1ccccc1NC(=O)COc1ccc(Cl)cc1Cl	10%	43*	?	3%	?	17*
58	Cc1ccc(N2C(=O)Nc3ccc(Br)cc3C2(O)C(=O)NCCCN(C)C)cc1C (stereo unspecified)	18%	-3	21%&-4%	-15%	0%	8
59	CCC(C)OC(=O)C1=C(C)NC(=O)NC1c1ccc(F)cc1 (stereo unspecified)	.	-4	-12%	3%	12%	-3
60	N#C/C(C(=O)c1ccccc1)=C1/CCCCCN1	145%[activator]	94*	-11%	10%	15%	44*
61	Cc1ccc2nc(NC(=O)c3ccc(Cl)s3)sc2c1	.	51*	-9%	0%	-102%	25*
62	CN(C)CCNC(=O)C(c1ccccc1)c1ccccc1	?	-11	9%	-6%	-11%	-1
63	COc1cccc(OC)c1/C=C/C(=O)NC1CCCCC1	16%	1	3%	2%	?	1
64	NS(=O)(=O)c1ccc(NC(=O)c2cc(Cl)ccc2Cl)cc1	-15%	14	-3%	2%	-35%[1.15 µM]	-2
65	Cc1nn(-c2ccccc2)c(C)c1C(=O)NCc1ccc(S(N)(=O)=O)cc1	-3%	32	-11%	.	21%	1
66	COc1cc(OC)cc(C(=O)Nc2ccc(S(=O)(=O)Nc3ncccn3)cc2)c1	-24%	-6	6%	7%	-27%	-1
67	O=C(NCc1ccccn1)c1ccc(NS(=O)(=O)c2cccc(Cl)c2)cc1	14%	0	21%	.	?	5
68	COc1ccccc1-c1ccc(=O)n(CC(=O)NCc2ccc3c(c2)OCO3)n1	-13%	30	.	9%	-12%	13
69	Cc1ccc(OCCCn2c(CO)nc3ccccc32)cc1	65%[activator]	67*	2%	0%	7%	18*
70	Cc1ccsc1C(=O)OCC(=O)Nc1ccc(Cl)cc1C(F)(F)F	16%	-18	4%	-2%	47%[activator]	1
71	CNC(=O)COC(=O)c1ccccc1Nc1ccccc1	0%	118*	9%	-1%	18%	17*
72	CC(=O)c1cccc(NC(=O)Cc2cccs2)c1	?	19	-4%	-4%	5%	10
73	COc1ccc(Nc2nc(-c3cc4cccc(OC)c4oc3=O)cs2)cc1	-23%	30	?	0%	-14%	21*
74	CCCN1C(=O)C(O)(CC(=O)c2cccc(OC)c2)c2ccccc21 (stereo unspecified)	?	-4	3%	-4%	.	-2
75	O=C(Nc1cccc(S(=O)(=O)NC2=NCCC2)c1)c1cc(-c2ccccn2)nc2ccccc12	13%	-4	?	12%	3%	6
